Screening data (PubChem)
Dengue virus CPE: antivirals protecting cells from dengue CPE – CPE readout, HTS (AID 540333); CPE inhibition, % at 20 µM; Dengue virus CPE inhibition in host cells; active compounds read high; actives 3.1% (n = 10,000); in the data active = CPE inhibition mostly above about 9.1%, no sharp cut-off; inactive = mostly below about 7.2%
Numbers without * were called inactive; i = inactive.

# | Compound | Dengue virus CPE
1 | COc1cc(OC)c(OC)cc1/C=C/C(=O)c1ccc(NS(=O)(=O)c2ccc(C)cc2)cc1 | 7.1
2 | CCSc1nnc(CNC(=O)C23CC4CC(CC(C4)C2)C3)n1Cc1ccccc1 | 0.8
3 | COc1ccccc1OCC(=O)OCn1c(SC)nnc(C)c1=O | 1.5
4 | O=C(CSc1nnc(SCc2ccccc2Cl)s1)N/N=C/c1c[nH]c2ccccc12 | 0.6
5 | Cc1cc[n+](CC[n+]2ccc(C)cc2)cc1 | 0.4
6 | Cc1cc(C(F)(F)F)n2nc(C)c(-c3ccc(Cl)cc3)c2n1 | 1.5
7 | Cc1cc(Cl)ccc1OC(C)C(=O)Nc1ccc([N+](=O)[O-])cn1 (stereo not given) | 1.3
8 | O=C(Nc1ccc2nc3ccccc3nc2c1)c1ccc(Br)cc1 | 0.3
9 | S=c1[nH]nc(-c2ccc3ccccc3n2)n1-c1ccccc1 | 0.5
10 | Cc1nc2cc(C(=O)OCC(=O)Nc3cccc(Cl)c3)ccc2n1-c1ccccc1 | i
11 | Cc1nn(C)c(C(=O)N2CCN(C(=O)c3ccco3)CC2)c1[N+](=O)[O-] | 1.0
12 | CCn1c(SCC(=O)O)nnc1-c1ccc2[nH]c(C)c(C)c2c1 | i
13 | CC1CCN(c2cc(N3CCN(C(=O)c4ccc(F)c(F)c4)CC3)c([N+](=O)[O-])cc2F)CC1 | 2.4
14 | CCCSc1cc(NCCOC(C)=O)c([N+](=O)[O-])c2nonc12 | 0.8
15 | COC(=O)Cc1ccc(NC(=S)N2CCN(c3ccc(OC)cc3)CC2)cc1 | 1.0
16 | C=CCOC(=O)c1c(C)nc2cc3c(cc2c1C)OCO3 | i
17 | COc1ccc(N(CC(=O)Nc2ccc3c(c2)OCO3)S(=O)(=O)c2ccc(F)cc2)cc1 | 1.1
18 | CC(=O)Nc1ccc(S(=O)(=O)NNC(=O)COc2ccc(C)cc2)cc1 | 0.0
19 | Cc1sc(N/N=C/c2cccs2)nc1-c1ccccc1 | 4.5
20 | Cc1cc(NC(=O)c2cccc([N+](=O)[O-])c2)n(-c2ccccc2)n1 | i
21 | CCOC(=O)c1ccc(NC(=O)c2ccccc2[N+](=O)[O-])cc1 | 0.7
22 | Cn1c(=O)c2c(nc(N/N=C/c3cccs3)n2Cc2ccc(Br)cc2)n(C)c1=O | 8.7
23 | CC(C)(C)N1C(=O)[C@H]2[C@@H](c3ccc(Br)cc3)N3C(=O)N(c4ccccc4)C(=O)[C@@]3(C)[C@H]2C1=O | 2.2
24 | O=C(Nc1ccc(C(O)(C(F)(F)F)C(F)(F)F)cc1)c1ccc(Cl)c([N+](=O)[O-])c1 | i
25 | COC(=O)C1CCN(c2ccc(C(N)=O)cc2[N+](=O)[O-])CC1 | 1.5
26 | O=C(CCc1nc2ccccc2c(=O)[nH]1)Nc1ccc(Cl)c(Cl)c1 | i
27 | C/C(=N\NC(=O)C1COc2ccccc2O1)c1ccccn1 (stereo not given) | 1.0
28 | COc1ccccc1NS(=O)(=O)c1cccc(C(=O)N/N=C2\CC(=O)CC(C)(C)C2)c1 | 0.4
29 | Cc1ccc(/C=C2/C(=O)N=C(N)N2C)s1 | 2.1
30 | Cc1ccc(S(C)(=O)=O)cc1S(=O)(=O)Nc1ccccc1 | 1.3
31 | Cc1ccccc1C(=O)N/N=C1/SCC(=O)N1Cc1ccc2c(c1)OCO2 | i
32 | CCOCCCNCc1cc(Br)ccc1OCc1ccccc1 | 0.8
33 | COc1cc(OC)c(OC)cc1/C=N/NC(=O)c1ccc(=O)n(C)c1 | i
34 | c1ccc(-c2cn(CC3CCCCC3)nn2)cc1 | i
35 | CCCCC1=CC2=C(c3ccco3)C(=O)C(C)(OC(=O)c3ccc(OC)cc3)C(=O)C2=CN1c1ccccc1 (stereo not given) | i
36 | Cc1ccccc1CSCC(=O)Nc1ccccc1-c1ccccc1 | 2.6
37 | O=C(/C=C/c1ccc(OCc2ccccc2)c(OCc2ccccc2)c1)c1cccnc1 | i
38 | C=CCNC(=O)NC(=O)COn1nnc2ccc(S(=O)(=O)N(C)C)cc21 | 0.7
39 | CC(C)[C@H](NC(=O)c1ccc(Cl)c([N+](=O)[O-])c1)C(=O)NCc1ccc(Cl)cc1Cl | i
40 | CCC(=O)NC(=S)Nc1ccc(NC(=O)c2ccccc2[N+](=O)[O-])cc1 | i

Filtered by structure, the compounds so far with a furan ring, fused or not
# | Compound | Dengue virus CPE
11 | Cc1nn(C)c(C(=O)N2CCN(C(=O)c3ccco3)CC2)c1[N+](=O)[O-] | 1.0
35 | CCCCC1=CC2=C(c3ccco3)C(=O)C(C)(OC(=O)c3ccc(OC)cc3)C(=O)C2=CN1c1ccccc1 (stereo not given) | i

The listing continues:
no.	compound	Dengue virus CPE
41	O=C(COC(=O)Cc1ccc(-c2ccccc2)cc1)NCc1ccc(F)cc1	0.1
42	CC(C)CN(C(=O)COC(=O)c1ccccc1SCC(=O)NC1CCCCCC1)C1CCS(=O)(=O)C1 (stereo not given)	i
43	CN(C(=O)COC(=O)c1ccccc1SCC(=O)NC1CCCCCCC1)C1CCS(=O)(=O)C1 (stereo not given)	i
44	O=C(/C=C/c1ccco1)NC(=S)Nc1ccc(O)c(-c2nc3ccccc3s2)c1	4.0
45	COc1cc(OC)c(OC)cc1/C=N/Nc1ncnc2c1[nH]c1ccccc12	3.7
46	Cc1ccc(S(=O)(=O)N2CCC(C(=O)OCc3ccc([N+](=O)[O-])cc3)CC2)cc1	0.2
47	COc1ccccc1Nc1nc(N)nc(CSC(=S)N2CCC(C)CC2)n1	i
48	CN(C)c1ccc(C(CC(=O)c2ccccc2)C2CCCCC2=O)cc1 (stereo not given)	i
49	COc1ccc(/C=C/C(=O)OCC(=O)c2c(N)n(C)c(=O)n(C)c2=O)cc1	2.4
50	CCC(C)NC(=O)c1[nH]c(C)c(C(=O)OC)c1C (stereo not given)	0.5
51	COc1ccc(/C=C/C(=O)N2CCCc3ccccc32)cc1	0.9
52	COc1ccc(F)cc1S(=O)(=O)Nc1cccc(C(=O)O)c1	0.7
53	O=C(NCc1ccccc1F)c1ccc(S(=O)(=O)Nc2cccc(C(F)(F)F)c2)cc1	1.2
54	CCOC(=O)C1(C)C=C(Nc2ccc(O)cc2)C(=O)N1c1ccc(O)cc1 (stereo not given)	i
55	COc1ccccc1C(=O)N/N=C/c1ccc(Cl)s1	i
56	O=C(/C=C/c1cccc(Cl)c1)N1CCC(Cc2ccccc2)CC1	0.6
57	CCOc1ccc(C(=O)NCC(c2cccs2)N(C)C)cc1OCC (stereo not given)	i
58	Oc1ccc(/C=N/Nc2cc(N3CCOCC3)nc(N3CCOCC3)n2)cc1O	i
59	O=C(NCc1ccco1)c1c(F)cccc1Cl	0.3
60	CCOC(=O)c1c(-c2ccccc2)csc1NC(=O)/C(C#N)=C/c1ccc(OC)c(OC)c1	i
61	Fc1ccccc1-c1nc(N2CCCCC2)c2ccccc2n1	3.5
62	O=C(/C=C/c1ccccc1Cl)NCCc1ccc(F)cc1	i
63	O=C(Nc1ccccc1C(=O)NCc1cccnc1)c1ccc(Cl)cc1Cl	i
64	Cc1nn(C)c(C(=O)NCc2ccc(Cl)cc2)c1Cl	0.2
65	COCCNC(=S)N/N=C(\C)c1ccc(OC)cc1	0.1
66	O=C(Cc1ccc([N+](=O)[O-])cc1)NCc1ccccc1Cl	0.2
67	O=[N+]([O-])c1ccc2nnn(O)c2c1	1.2

Grouped by structure: those above containing four or more nitrogen atoms.
no.	compound	Dengue virus CPE
2	CCSc1nnc(CNC(=O)C23CC4CC(CC(C4)C2)C3)n1Cc1ccccc1	0.8
4	O=C(CSc1nnc(SCc2ccccc2Cl)s1)N/N=C/c1c[nH]c2ccccc12	0.6
9	S=c1[nH]nc(-c2ccc3ccccc3n2)n1-c1ccccc1	0.5
11	Cc1nn(C)c(C(=O)N2CCN(C(=O)c3ccco3)CC2)c1[N+](=O)[O-]	1.0
12	CCn1c(SCC(=O)O)nnc1-c1ccc2[nH]c(C)c(C)c2c1	i
13	CC1CCN(c2cc(N3CCN(C(=O)c4ccc(F)c(F)c4)CC3)c([N+](=O)[O-])cc2F)CC1	2.4
14	CCCSc1cc(NCCOC(C)=O)c([N+](=O)[O-])c2nonc12	0.8
20	Cc1cc(NC(=O)c2cccc([N+](=O)[O-])c2)n(-c2ccccc2)n1	i
22	Cn1c(=O)c2c(nc(N/N=C/c3cccs3)n2Cc2ccc(Br)cc2)n(C)c1=O	8.7
38	C=CCNC(=O)NC(=O)COn1nnc2ccc(S(=O)(=O)N(C)C)cc21	0.7
40	CCC(=O)NC(=S)Nc1ccc(NC(=O)c2ccccc2[N+](=O)[O-])cc1	i
45	COc1cc(OC)c(OC)cc1/C=N/Nc1ncnc2c1[nH]c1ccccc12	3.7
47	COc1ccccc1Nc1nc(N)nc(CSC(=S)N2CCC(C)CC2)n1	i
58	Oc1ccc(/C=N/Nc2cc(N3CCOCC3)nc(N3CCOCC3)n2)cc1O	i
67	O=[N+]([O-])c1ccc2nnn(O)c2c1	1.2

This is a subset; rates above refer to the full screens.
